GluA2 TARP mod: modulators of AMPA receptor GluA2-stargazin complexes | HEK293 GluA2+stargazin, membrane potential dye (FDSS), glutamate EC50; hits were called plate by plate, in both directions | O88602+P19491 | actives 3.5% (n = 40,000) | AID 1259245 | calls only at 30 µM;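 active = any of four per-well response measures lying three or more SD from its plate-wide compound average, in either direction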
Target sequence (O88602 whole entry, looked up): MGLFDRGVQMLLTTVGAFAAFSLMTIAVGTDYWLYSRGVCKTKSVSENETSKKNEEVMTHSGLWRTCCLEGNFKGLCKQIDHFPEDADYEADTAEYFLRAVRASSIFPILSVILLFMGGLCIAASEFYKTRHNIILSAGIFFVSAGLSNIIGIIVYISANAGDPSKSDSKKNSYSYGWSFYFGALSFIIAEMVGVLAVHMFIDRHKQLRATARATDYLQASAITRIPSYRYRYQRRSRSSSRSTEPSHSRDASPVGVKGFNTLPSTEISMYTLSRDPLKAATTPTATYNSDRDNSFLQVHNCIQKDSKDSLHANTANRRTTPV
Target sequence (P19491 whole entry, looked up): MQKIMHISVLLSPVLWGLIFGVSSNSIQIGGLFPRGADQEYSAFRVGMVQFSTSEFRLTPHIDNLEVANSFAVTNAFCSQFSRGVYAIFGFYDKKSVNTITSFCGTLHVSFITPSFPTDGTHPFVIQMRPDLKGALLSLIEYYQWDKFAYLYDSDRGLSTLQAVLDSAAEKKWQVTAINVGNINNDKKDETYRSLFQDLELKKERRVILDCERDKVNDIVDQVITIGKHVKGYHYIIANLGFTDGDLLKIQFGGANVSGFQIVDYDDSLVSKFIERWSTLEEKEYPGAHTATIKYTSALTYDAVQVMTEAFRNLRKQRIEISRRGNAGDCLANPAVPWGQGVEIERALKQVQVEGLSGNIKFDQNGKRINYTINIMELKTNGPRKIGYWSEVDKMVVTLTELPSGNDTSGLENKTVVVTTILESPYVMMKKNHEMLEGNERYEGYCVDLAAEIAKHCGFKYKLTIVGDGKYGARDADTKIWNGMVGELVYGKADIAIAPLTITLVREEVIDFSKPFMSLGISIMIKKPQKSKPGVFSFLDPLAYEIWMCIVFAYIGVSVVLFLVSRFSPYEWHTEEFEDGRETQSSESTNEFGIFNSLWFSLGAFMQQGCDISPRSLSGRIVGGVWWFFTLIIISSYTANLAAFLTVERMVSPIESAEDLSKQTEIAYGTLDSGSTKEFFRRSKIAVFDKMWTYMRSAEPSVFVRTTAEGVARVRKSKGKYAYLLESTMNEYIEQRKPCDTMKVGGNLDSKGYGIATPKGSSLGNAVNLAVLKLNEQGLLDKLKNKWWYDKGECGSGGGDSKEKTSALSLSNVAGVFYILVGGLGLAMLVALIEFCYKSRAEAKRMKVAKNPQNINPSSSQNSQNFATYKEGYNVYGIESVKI
GluA2 TARP mod agonism max-min: further read-out of GluA2 TARP mod, marked with its call; compound max-min signal; compound-alone response (agonism);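 unitless range of fluorescence divided by baseline over first 100 seconds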
GluA2 TARP mod glutamate slope: also measured in GluA2 TARP mod; calls as there; glutamate slope, % of max; measured here: glutamate response slope, % max;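 scaled per plate between vehicle wells and maximal 1 mM glutamate control wells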
The depositor's hits bear a star.

`COc1ccc(-c2noc(C3CC(=O)N(c4cccc(Cl)c4)C3)n2)cc1OC` (stereo not given) gave GluA2 TARP mod inactive, GluA2 TARP mod agonism max-min 0.11 and GluA2 TARP mod glutamate slope 70.
O=C1/C(=C/c2ccc(Cl)cc2)Oc2cc(O)ccc21 was read as GluA2 TARP mod inactive, GluA2 TARP mod agonism max-min 0.068 and GluA2 TARP mod glutamate slope 50.
Screening Cc1nnc(NC(=O)Cn2cnc(-c3cccs3)cc2=O)s1 returned GluA2 TARP mod inactive, GluA2 TARP mod agonism max-min 0.085 and GluA2 TARP mod glutamate slope 66.
For CCOc1cc(S(=O)(=O)N(C)C2CCCCC2)c(OCC)cc1C the results were GluA2 TARP mod inactive, GluA2 TARP mod agonism max-min 0.064 and GluA2 TARP mod glutamate slope 62.
`Cc1cc(-c2nnc(NC(=O)CCCS(=O)(=O)c3ccccc3)o2)nn1C` gave GluA2 TARP mod inactive, GluA2 TARP mod agonism max-min 0.12 and GluA2 TARP mod glutamate slope 44.
Screening CSc1ccccc1NC(=O)c1oc2ccc(C)cc2c1C returned GluA2 TARP mod inactive, GluA2 TARP mod agonism max-min 0.085 and GluA2 TARP mod glutamate slope 55.
`NS(=O)(=O)c1ccc(CNc2nnnc3c2cnn3-c2ccccc2)cc1` gave GluA2 TARP mod inactive, GluA2 TARP mod agonism max-min 0.14 and GluA2 TARP mod glutamate slope 41.
CCOc1ccc(-c2ccc(OCCNS(=O)(=O)c3ccccc3Cl)nn2)cc1 was read as GluA2 TARP mod inactive, GluA2 TARP mod agonism max-min 0.035 and GluA2 TARP mod glutamate slope 64.
Cc1cccc(C(=O)Nc2ccc(Nc3cc(-n4cccn4)nc(C)n3)cc2)c1 was read as GluA2 TARP mod inactive, GluA2 TARP mod agonism max-min 0.097 and GluA2 TARP mod glutamate slope 58.
O=C(NCC1CCN(C(=O)Oc2ccccc2)CC1)C(=O)Nc1ccc2c(c1)OCO2 was read as GluA2 TARP mod inactive, GluA2 TARP mod agonism max-min 0.085 and GluA2 TARP mod glutamate slope 60.

Overlap with the part before: four compounds; new compounds follow.
`NS(=O)(=O)c1ccc(CNc2nnnc3c2cnn3-c2ccccc2)cc1` gave GluA2 TARP mod inactive, GluA2 TARP mod agonism max-min 0.14 and GluA2 TARP mod glutamate slope 41.
CCOc1ccc(-c2ccc(OCCNS(=O)(=O)c3ccccc3Cl)nn2)cc1 was read as GluA2 TARP mod inactive, GluA2 TARP mod agonism max-min 0.035 and GluA2 TARP mod glutamate slope 64.
Cc1cccc(C(=O)Nc2ccc(Nc3cc(-n4cccn4)nc(C)n3)cc2)c1 was read as GluA2 TARP mod inactive, GluA2 TARP mod agonism max-min 0.097 and GluA2 TARP mod glutamate slope 58.
O=C(NCC1CCN(C(=O)Oc2ccccc2)CC1)C(=O)Nc1ccc2c(c1)OCO2 was read as GluA2 TARP mod inactive, GluA2 TARP mod agonism max-min 0.085 and GluA2 TARP mod glutamate slope 60.
COc1ccccc1CNC(=O)C(=O)Nc1ccc(F)c(Cl)c1 was read as GluA2 TARP mod inactive, GluA2 TARP mod agonism max-min 0.063 and GluA2 TARP mod glutamate slope 58.
`Cc1ccc(NCC(F)(F)C(F)F)cc1` gave GluA2 TARP mod inactive, GluA2 TARP mod agonism max-min 0.052 and GluA2 TARP mod glutamate slope 48.
For COc1ccc(NC(=O)c2cc3c(=O)n4cc(C)ccc4nc3n2Cc2ccccc2)c(OC)c1 the results were GluA2 TARP mod inactive, GluA2 TARP mod agonism max-min 0.11 and GluA2 TARP mod glutamate slope 64.
`C#CCn1c(=NC(=O)C2CCCCC2)sc2cc(S(C)(=O)=O)ccc21` gave GluA2 TARP mod inactive, GluA2 TARP mod agonism max-min 0.04 and GluA2 TARP mod glutamate slope 61.
Cc1nc(-n2cccc2)sc1C(=O)N1CC=C(c2ccccc2)CC1 was read as GluA2 TARP mod inactive, GluA2 TARP mod agonism max-min 0.077 and GluA2 TARP mod glutamate slope 55.
`COC(=O)CC1C(=O)NCCN1C(=S)NC(=O)c1ccccc1[N+](=O)[O-]` (stereo not given) gave GluA2 TARP mod inactive, GluA2 TARP mod agonism max-min 0.042 and GluA2 TARP mod glutamate slope 43.
CC(=O)N1CCN(c2ncnc3c2nnn3-c2ccccc2)CC1 was read as GluA2 TARP mod inactive, GluA2 TARP mod agonism max-min 0.1 and GluA2 TARP mod glutamate slope 51.
For COc1cccc(C(=O)N2CCC(Cn3cccn3)CC2)c1 the results were GluA2 TARP mod inactive, GluA2 TARP mod agonism max-min 0.084 and GluA2 TARP mod glutamate slope 61.
For COc1cc(OC)cc(C(=O)NCCCn2nc(-c3ccccc3)ccc2=O)c1 the results were GluA2 TARP mod inactive, GluA2 TARP mod agonism max-min 0.095 and GluA2 TARP mod glutamate slope 63.
`COc1ccc(S(=O)(=O)Nc2ccc(N3CCCC3=O)c(C)c2)cc1F` gave GluA2 TARP mod inactive, GluA2 TARP mod agonism max-min 0.051 and GluA2 TARP mod glutamate slope 62.
Screening Cc1ccc(-n2ncc3c(=O)n(CC(=O)N4CCC(C)CC4)cnc32)cc1 returned GluA2 TARP mod inactive, GluA2 TARP mod agonism max-min 0.11 and GluA2 TARP mod glutamate slope 58.
For Cc1ccc(Cl)cc1N1CCN(C(=S)Nc2ccc(S(N)(=O)=O)cc2)CC1 the results were GluA2 TARP mod inactive, GluA2 TARP mod agonism max-min 0.046 and GluA2 TARP mod glutamate slope 53.
`Cc1nc2ccccn2c(=O)c1NC(=O)COc1cccc(C(F)(F)F)c1` gave GluA2 TARP mod inactive, GluA2 TARP mod agonism max-min 0.098 and GluA2 TARP mod glutamate slope 68.
CSc1ccccc1CN1CCC(CNS(=O)(=O)c2cccnc2)CC1 was read as GluA2 TARP mod inactive, GluA2 TARP mod agonism max-min 0.13 and GluA2 TARP mod glutamate slope 41.
Cc1ccc(CC(=O)Nc2sc3c(c2C(N)=O)CCC(C)C3)cc1 (stereo not given) was read as GluA2 TARP mod inactive, GluA2 TARP mod agonism max-min 0.1 and GluA2 TARP mod glutamate slope 87.
For COc1ccc(NC(=O)CSc2nnc(-c3ccccc3)n2N)cc1OC the results were GluA2 TARP mod inactive, GluA2 TARP mod agonism max-min 0.071 and GluA2 TARP mod glutamate slope 56.
For NC(=O)C1CCN(c2oc(-c3ccc(Cl)cc3)nc2S(=O)(=O)c2ccccc2)CC1 the results were GluA2 TARP mod inactive, GluA2 TARP mod agonism max-min 0.13 and GluA2 TARP mod glutamate slope 54.
Screening CCc1cccc2sc(N(CCN3CCOCC3)C(=O)c3cc(OC)c(OC)c(OC)c3)nc12 returned GluA2 TARP mod inactive, GluA2 TARP mod agonism max-min 0.062 and GluA2 TARP mod glutamate slope 62.
`O=C(Nc1cc(-c2cccs2)nn1CCO)c1ccccc1F` gave GluA2 TARP mod inactive, GluA2 TARP mod agonism max-min 0.092 and GluA2 TARP mod glutamate slope 65.
`Cc1ccc(S(=O)(=O)N(C)c2c(C)ccc(S(=O)(=O)NC(C)C)c2C)cc1` gave GluA2 TARP mod inactive, GluA2 TARP mod agonism max-min 0.075 and GluA2 TARP mod glutamate slope 53.
COc1cn(CC(=O)NC(C)(C)C)c(CSc2ncccn2)cc1=O was read as GluA2 TARP mod inactive, GluA2 TARP mod agonism max-min 0.058 and GluA2 TARP mod glutamate slope 54.
Cc1cc(C)c(NC(=O)CN2CCN(c3ccccn3)CC2)c(C)c1 was read as GluA2 TARP mod inactive, GluA2 TARP mod agonism max-min 0.064 and GluA2 TARP mod glutamate slope 53.
For CCOc1ccc(C(=O)N2c3ccccc3NC(=O)C2CC(=O)Nc2cccc(C(F)(F)F)c2)cc1 (stereo not given) the results were GluA2 TARP mod inactive, GluA2 TARP mod agonism max-min 0.073 and GluA2 TARP mod glutamate slope 53.
For O=C(NCCCO)C(=O)Nc1ccc(N2CCCS2(=O)=O)cc1 the results were GluA2 TARP mod inactive, GluA2 TARP mod agonism max-min 0.023 and GluA2 TARP mod glutamate slope 49.
O=C(CCCS(=O)(=O)c1ccccc1)Nc1nc2ccc([N+](=O)[O-])cc2s1 was read as GluA2 TARP mod active, GluA2 TARP mod agonism max-min 0.2* and GluA2 TARP mod glutamate slope 75*.
CN1NC(c2ccccc2)C2C(=O)N(Cc3ccccc3)C(=O)C21 (stereo not given) was read as GluA2 TARP mod inactive, GluA2 TARP mod agonism max-min 0.074 and GluA2 TARP mod glutamate slope 45.
`CCOC(=O)Cn1c(=O)c2c(nc3n2CCCN3c2ccc(Br)cc2)n(C)c1=O` gave GluA2 TARP mod inactive, GluA2 TARP mod agonism max-min 0.12 and GluA2 TARP mod glutamate slope 73.
`COc1ccc(CNC(=O)CSc2ncc(S(=O)(=O)c3ccc(C)c(Cl)c3)c(=O)[nH]2)cc1` gave GluA2 TARP mod inactive, GluA2 TARP mod agonism max-min 0.083 and GluA2 TARP mod glutamate slope 71.
Screening CCN(CC)CCNC(=O)C(=O)Nc1ccc([N+](=O)[O-])cc1 returned GluA2 TARP mod inactive, GluA2 TARP mod agonism max-min 0.13 and GluA2 TARP mod glutamate slope 70.
Screening Cc1ccc(NC(=O)C(=O)NCC2CCN(C3CCCC3)CC2)cc1C returned GluA2 TARP mod inactive, GluA2 TARP mod agonism max-min 0.066 and GluA2 TARP mod glutamate slope 51.
For CCOc1ccc(NC(=O)C(=O)c2cn(CC(=O)N3CCOCC3)c3ccccc23)cc1 the results were GluA2 TARP mod inactive, GluA2 TARP mod agonism max-min 0.1 and GluA2 TARP mod glutamate slope 65.
For CCC(=O)c1ccc(OCC(O)CN2CCN(C)CC2)cc1 (stereo not given) the results were GluA2 TARP mod inactive, GluA2 TARP mod agonism max-min 0.038 and GluA2 TARP mod glutamate slope 46.
O=C(NCCOc1ccc2nnc(-c3ccccc3)n2n1)Nc1cccc(C(F)(F)F)c1 was read as GluA2 TARP mod inactive, GluA2 TARP mod agonism max-min 0.098 and GluA2 TARP mod glutamate slope 58.
Screening CS(=O)(=O)N1CCC(C(=O)N(CCc2ccccc2)Cc2ccccn2)CC1 returned GluA2 TARP mod inactive, GluA2 TARP mod agonism max-min 0.12 and GluA2 TARP mod glutamate slope 46.
`COc1ccc(OC)c(COCC(O)CN2CC(C)OC(C)C2)c1` (stereo not given) gave GluA2 TARP mod inactive, GluA2 TARP mod agonism max-min 0.11 and GluA2 TARP mod glutamate slope 58.
COc1cc(/C=N\Nc2nc3ccccc3[nH]2)cc(OC)c1OC was read as GluA2 TARP mod inactive, GluA2 TARP mod agonism max-min 0.22 and GluA2 TARP mod glutamate slope 69.
For CC1(C)CC2CC(C)(CN2Cc2c(O)ccc3ccccc23)C1 (stereo not given) the results were GluA2 TARP mod active, GluA2 TARP mod agonism max-min 0.058* and GluA2 TARP mod glutamate slope 54*.
Screening O=C(NCCn1ncc2c(N3CCN(c4ccccc4)CC3)ncnc21)c1cc2ccccc2o1 returned GluA2 TARP mod inactive, GluA2 TARP mod agonism max-min 0.053 and GluA2 TARP mod glutamate slope 66.
`CCOc1ccc(C2NC(=O)NC(CS(=O)(=O)c3cccs3)=C2C(=O)OC)cc1` (stereo not given) gave GluA2 TARP mod inactive, GluA2 TARP mod agonism max-min 0.082 and GluA2 TARP mod glutamate slope 55.
For CCOC(=O)N1CCc2c(sc(NC(=O)C(C)C)c2-c2nc3ccccc3s2)C1 the results were GluA2 TARP mod inactive, GluA2 TARP mod agonism max-min 0.12 and GluA2 TARP mod glutamate slope 54.

Retrieved by structure from the entries so far:
`COc1ccc(OC)c(COCC(O)CN2CC(C)OC(C)C2)c1` (stereo not given) gave GluA2 TARP mod inactive, GluA2 TARP mod agonism max-min 0.11 and GluA2 TARP mod glutamate slope 58.
Cc1nc(-n2cccc2)sc1C(=O)N1CC=C(c2ccccc2)CC1 was read as GluA2 TARP mod inactive, GluA2 TARP mod agonism max-min 0.077 and GluA2 TARP mod glutamate slope 55.
Screening CCc1cccc2sc(N(CCN3CCOCC3)C(=O)c3cc(OC)c(OC)c(OC)c3)nc12 returned GluA2 TARP mod inactive, GluA2 TARP mod agonism max-min 0.062 and GluA2 TARP mod glutamate slope 62.

Continuation:
CCOC(=O)c1sc(NC(=O)C(C)(C)C)nc1C was read as GluA2 TARP mod inactive, GluA2 TARP mod agonism max-min 0.11 and GluA2 TARP mod glutamate slope 63.
Screening COc1ccc(SCC(=O)Nc2ccc(O)c(-c3nc4ccccc4s3)c2)cc1 returned GluA2 TARP mod inactive, GluA2 TARP mod agonism max-min 0.085 and GluA2 TARP mod glutamate slope 65.
`CC(C)N1CCc2c(sc(NC(=O)c3ccco3)c2-c2nc3ccccc3s2)C1` gave GluA2 TARP mod active, GluA2 TARP mod agonism max-min 0.22* and GluA2 TARP mod glutamate slope 65*.
`CCOc1cc(C(=O)Nc2ccc(C)c(N3CCCCC3=O)c2)cc(OCC)c1OCC` gave GluA2 TARP mod inactive, GluA2 TARP mod agonism max-min 0.088 and GluA2 TARP mod glutamate slope 63.
`O=C(Cc1csc(Nc2cccc(C(F)(F)F)c2)n1)Nc1ccc2c(c1)OCCO2` gave GluA2 TARP mod inactive, GluA2 TARP mod agonism max-min 0.11 and GluA2 TARP mod glutamate slope 53.
Cc1ccc(CNC(=O)CN2CCC(COCc3ccccc3)CC2)cc1 was read as GluA2 TARP mod inactive, GluA2 TARP mod agonism max-min 0.12 and GluA2 TARP mod glutamate slope 66.
`CCOc1ccc(C(C)C)cc1S(=O)(=O)N1CCN(c2ccc3nnc(C)n3n2)CC1` gave GluA2 TARP mod inactive, GluA2 TARP mod agonism max-min 0.068 and GluA2 TARP mod glutamate slope 24.
`COc1ccc(N2CCCS2(=O)=O)cc1NC(=O)C(=O)NCc1cccs1` gave GluA2 TARP mod inactive, GluA2 TARP mod agonism max-min 0.1 and GluA2 TARP mod glutamate slope 65.
`CCCn1c(=O)c2c(nc3n(-c4ccc(OC)cc4)c(C)cn23)n(C)c1=O` gave GluA2 TARP mod inactive, GluA2 TARP mod agonism max-min 0.12 and GluA2 TARP mod glutamate slope 76.

Some of the compounds tested (hit frequency here may not be typical).
